Compound activity from PubChem BioAssay.
AI-2 QS modul – modulates the Vibrio harveyi AI-2 quorum sensing system; Vibrio harveyi JMH597 AI-2 luminescence/OD600 ratio, 9 h; active compounds read low; strain lacks LuxN and CqsS sensors; 0 = neutral-control median; 300,000 compounds, 0.4% hits; AID 2094; activity change, % at 7.5 µM; in the data active means activity change below about -75%, passing the limit was not always enough; inconclusive means no clear call, values can overlap the other calls;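 further: luminescence divided by OD600 gain over 9 h not by final OD600 alone; inactives centre near 13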
HSF1 inh – HSF1 inhibition; NIH3T3-HGL HSE-luciferase, MG132-induced, luminescence 8 h; active compounds read low; activity change, negative = inhibition, % at 7.5 µM (by protocol); 300,000 compounds, 0.77% hits;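 active means more than half of replicate wells show activity change below -50%, luminescence cut by over half; inconclusive means some wells, but at most half, below -50%; inactive means no replicate well below -50%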;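 further: luciferase reports HSF-1 transcriptional activity via heat shock element; 0% = median of DMSO wells and -100% = zero luminescence signal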
GSK3beta inhib – blocks human GSK3beta kinase activity | P49841 | activity score (negative = inhibition), % at 10 µM | GST-GSK3beta kinase, ADP-Glo luminescence, 60 min; active compounds read low | AID 2097 | 300,000 compounds, 0.038% hits;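 active means more than half of replicate wells score below -50%, meaning over 50% inhibition versus plate controls; inconclusive means some replicates but at most half score below -50%; inactive means no replicate scores below -50%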;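 further: 0% = median DMSO wells and -100% = median GW8510 positive control wells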
Target sequence (P49841 whole entry, looked up): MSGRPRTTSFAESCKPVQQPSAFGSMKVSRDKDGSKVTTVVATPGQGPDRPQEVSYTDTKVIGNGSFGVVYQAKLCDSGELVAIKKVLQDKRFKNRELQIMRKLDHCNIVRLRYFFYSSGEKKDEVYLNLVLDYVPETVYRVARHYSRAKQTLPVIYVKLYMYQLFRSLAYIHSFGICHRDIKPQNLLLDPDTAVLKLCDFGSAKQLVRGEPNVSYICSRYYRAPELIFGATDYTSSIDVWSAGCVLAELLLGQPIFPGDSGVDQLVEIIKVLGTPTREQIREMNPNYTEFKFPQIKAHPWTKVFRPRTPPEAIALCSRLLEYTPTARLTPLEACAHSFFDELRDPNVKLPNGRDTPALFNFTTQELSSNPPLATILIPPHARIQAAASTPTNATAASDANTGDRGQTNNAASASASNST
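Test system: GST-fused GSK3beta enzyme, cell-free | Quantity: 1.6 ng GST-GSK3beta enzyme per well | Reagent: 25 µM ATP with peptide substrate | Schedule: 60 min enzyme reaction, room temperature | Signal: Luminescent ADP-Glo measurement of ADP formed | Read-out basis: Score relative to plate controls | Control set: DMSO and 20 µM GW8510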
HSP90 refold inh – blocks HSP90-mediated luciferase refolding in reticulocyte lysate | Rabbit reticulocyte lysate, luciferase refolding luminescence, 3 h | inhibition, % at 5.6 µM | 290,000 compounds, 0.91% hits | AID 1789;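 active means inhibition above the screen-wide mean plus 3 SD, computed separately per campaign, cut at about 16% in these data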;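 further: 0% = DMSO wells and 100% = 60 µM geldanamycin wells; inhibitors lower the luminescence because luciferase stays unfolded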
GSK3A inh – human GSK-3 alpha kinase inhibition; ADP-Glo luminescence, 60 min; inhibition, % at 10 µM; 320,000 compounds, 0.1% hits;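 in the data active means inhibition above about 50%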;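 further: GST-tagged GSK-3 alpha with peptide substrate and 25 µM ATP; 0% = DMSO neutral wells and 100% = GW8510 positive control wells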
Target sequence (P49840 whole entry, looked up): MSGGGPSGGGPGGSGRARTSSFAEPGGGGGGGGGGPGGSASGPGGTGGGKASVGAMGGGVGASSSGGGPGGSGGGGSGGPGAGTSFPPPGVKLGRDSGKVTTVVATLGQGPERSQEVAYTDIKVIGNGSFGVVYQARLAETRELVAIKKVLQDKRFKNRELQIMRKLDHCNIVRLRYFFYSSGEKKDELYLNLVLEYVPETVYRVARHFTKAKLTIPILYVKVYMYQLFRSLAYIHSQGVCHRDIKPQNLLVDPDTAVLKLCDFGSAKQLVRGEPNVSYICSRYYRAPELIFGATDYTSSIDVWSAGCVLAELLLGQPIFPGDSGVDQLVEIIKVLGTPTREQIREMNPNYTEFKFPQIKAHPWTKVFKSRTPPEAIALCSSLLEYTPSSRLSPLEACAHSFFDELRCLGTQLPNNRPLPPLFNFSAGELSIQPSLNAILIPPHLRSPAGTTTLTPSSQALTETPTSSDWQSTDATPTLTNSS
HIF act – HIF pathway transcriptional activation | U2OS HRE-luciferase reporter, luminescence; normalized: DMSO 0%, desferrioxamine 100% | activation, % at 7.5 µM (by protocol) | 300,000 compounds, 0.32% hits;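 active means mean activation of at least 10% of the iron chelator positive control signal, with at least half of replicates also reaching 10%; inconclusive means mean and replicate majority disagree about reaching 10%; inactive means mean and most replicates under 10%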
HSF-1 act – increases HSF-1 driven luciferase reporter signal. NIH3T3-HGL HSF-1 luciferase reporter, MG132, 8 h; 100% = twice DMSO control signal. activation, % at 9 µM. 300,000 compounds, 1.7% hits;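 active means mean replicate activation of at least 50% with a set share of replicates each reaching 50%; inconclusive means only one of those two conditions met; inactive means mean below 50% and too few replicates reaching it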;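 further: 0% = median of the neutral control wells and 100% = twice that signal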
IEC-6 cytotox – IEC-6 cytotoxicity, counter-screen for KLF5 inhibitors | luminescence viability | inhibition, % at 5 µM | 290,000 compounds, 0.78% hits | AID 1825; in the data active means inhibition above about 22%;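 further: 0% = plate median of test compound wells and 100% = cytotoxic reference compound wells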
aSyn 5UTR inh – 5' untranslated region of α-synuclein, MLPCN primary screen. inhibition, % (tested at 7.5 µM). 300,000 compounds, 0.82% hits. alpha-synuclein 5'UTR reporter, inhibitor activity. AID 1813; in the data active means inhibition above about 60%; inconclusive means no clear call, values can overlap the other calls;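 further: H4 neuroglioblastoma cells stably carrying SNCA 5'UTR luciferase fusion; 0% = DMSO wells and 100% = positive control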
KLF5 inhibitor – suppresses KLF5 promoter-driven expression; DLD-1 KLF5 promoter-luciferase reporter, luminescence; inhibition, % at 5 µM; 290,000 compounds, 0.23% hits; AID 1700;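 active means inhibition above a per-plate limit of that plate's mean compound inhibition plus 3 SD, cut at about 60% in these data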;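 further: 0% = DMSO wells and 100% = LY294002 at 200 µM; higher means less KLF5 promoter-driven luciferase light; inactives centre near -14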
* = called active by the depositor; ? = inconclusive; / = no result given.

Structure | AI-2 QS modul | HSF1 inh | GSK3beta inhib | HSP90 refold inh | GSK3A inh | HIF act | HSF-1 act | IEC-6 cytotox | aSyn 5UTR inh | KLF5 inhibitor
CCOC(=O)c1c(-c2ccc(F)cc2)csc1/N=C/N(C)C | -15.2 | 0.4 | 3.1 | -3.5 | 10.1 | 0.0 | -4.0 | -4.9 | 29.2 | -37.7
COc1ccc2oc(C(=O)OCC(=O)NCC3CCCO3)c(C)c2c1 (stereo not drawn) | 2.3 | -4.7 | 1.7 | / | 0.0 | -0.1 | 10.3 | / | -5.3 | /
CCOc1ccc(C(=O)/C=C/c2cc(OC)c(OC)c(OC)c2)cc1 | 2.9 | 2.4 | -0.7 | -0.5 | -2.7 | -0.5 | 3.4 | -0.3 | -58.3 | 1.7
O=C(c1cc(-c2ccccn2)nc2ccc(Cl)cc12)N1CCN(CCc2ccccc2)CC1 | 1.0 | -1.8 | 1.2 | 3.6 | -2.8 | -0.5 | 4.3 | 2.5 | -6.3 | -15.4
CS(=O)(=O)N(CC(=O)NCc1ccccc1)Cc1ccc(Cl)cc1 | 17.8 | 1.9 | 2.6 | -6.0 | / | -0.2 | 10.1 | 4.9 | 10.3 | 3.7
Cc1ccc(Cn2cccc(NC(=O)CCC3CCCC3)c2=O)cc1 | -6.1 | -0.7 | 1.1 | 5.2 | -2.9 | -0.6 | 2.2 | -2.4 | 3.8 | -6.9
CC1=C(C#N)CCC(=O)N1Cc1c(C)cc(C)cc1C | 0.9 | 2.4 | -3.5 | -0.9 | -3.8 | -0.1 | 2.2 | 5.5 | 14.2 | 16.8
CCC(=O)N1CCc2cc(S(=O)(=O)CCC(=O)NCc3ccco3)ccc21 | 3.1 | -5.1 | 0.2 | 23.0* | -0.7 | 0.0 | -25.2 | -3.4 | 5.6 | -10.1
CC1Cc2cc(S(=O)(=O)NCc3ccccc3)ccc2N1C(=O)C1CC1 (stereo not drawn) | 28.3 | 0.2 | -0.6 | -4.6 | 0.1 | -0.1 | 5.1 | 4.9 | -65.2 | -15.2
c1ccc(CSc2nnc(-c3ccccc3)c(-c3ccccc3)n2)cc1 | 22.9 | -2.4 | 0.4 | / | 0.9 | -0.6 | 11.6 | / | -36.6 | /
COc1cc(OC)nc(NC(C)=O)n1 | 12.8 | -6.4 | 3.3 | -3.3 | -0.2 | -0.8 | -2.4 | -0.3 | 4.6 | -14.2
CCn1c2ccccc2c2cc(NC(=O)c3ccc([N+](=O)[O-])cc3)ccc21 | 11.8 | 8.8 | 1.3 | 1.9 | -1.9 | 1.3 | 33.0 | 3.3 | -34.3 | -9.0
Cc1ccc(OC(=O)c2ccc(C)c(C)c2)cn1 | -17.9 | 30.6 | -6.1 | 3.1 | 0.3 | -0.1 | 54.0* | 2.8 | -29.9 | 27.4
O=C(NNC(=S)NC(=O)c1cccnc1)c1ccc(F)cc1 | -83.5* | -21.8 | -2.0 | 27.6* | -3.0 | -0.2 | -28.3 | -3.7 | -10.7 | 5.2
O=c1cc(NC2CCCCC2)c2ccccc2o1 | 36.7 | -6.6 | -4.9 | -9.7 | 7.9 | 0.0 | -12.0 | 3.1 | -1.4 | -7.0
COc1ccccc1NC(=O)C(C)OC(=O)/C=C/c1ccc2ccccc2n1 (stereo not drawn) | 6.4 | 20.3 | 3.4 | / | -1.0 | 2.0 | 62.5* | / | -56.8 | /
CCCn1c(C)cc(=O)c2cc(NC(=O)c3ccccn3)ccc21 | 11.5 | -0.2 | 4.9 | 1.5 | -2.5 | -0.4 | 0.0 | 11.8 | 20.8 | -17.0
CNC(=O)N/N=C(\N)c1ccccn1 | 10.1 | / | -1.7 | -1.3 | -1.8 | / | / | 0.0 | / | -2.8
CC(=O)NC(=S)Nc1ccccc1N1CCN(C(=O)c2ccccc2)CC1 | 10.7 | 3.6 | -0.8 | 0.3 | -1.2 | -0.4 | 10.5 | 2.7 | 30.8 | -33.0
CCc1ccc(NC(=O)CCCNC(=O)Cn2cnc3sc(C)c(C)c3c2=O)cc1 | 22.6 | -11.4 | -2.1 | -1.3 | 1.0 | -0.1 | 3.8 | -2.1 | -12.2 | -21.2
COc1ccccc1NC(=O)c1c(O)c2ccccc2[nH]c1=O | 0.8 | 9.1 | 4.9 | -1.4 | -2.6 | 0.6 | 27.0 | 9.8 | -76.3 | -26.1
Cc1ccccc1CN1C(=O)C2(OCCCO2)c2ccccc21 | 2.3 | 4.7 | -3.8 | 1.1 | / | -0.7 | 23.5 | 3.2 | 25.1 | 17.9
COc1ccc(NCc2nnc(-c3ccccc3)o2)cc1 | -36.8 | -8.6 | 0.8 | 5.2 | 5.8 | 2.3 | 12.3 | 3.2 | -32.0 | -19.1
Cc1ccc2nc(N(CCN(C)C)C(=O)c3ccc4c(c3)OCCO4)sc2c1 | 2.7 | 14.8 | -4.0 | -1.3 | 4.1 | 3.9 | 14.6 | -0.9 | -110.3 | -62.2
COc1ccc(N2CCN(CCC(=O)c3ccc4ccccc4c3)CC2)cc1 | 24.1 | 3.3 | 2.4 | -2.6 | 0.2 | 0.5 | 16.1 | 1.3 | 11.4 | -8.3
CC1CCN(CCCCOc2ccccc2F)CC1 | 28.3 | -5.6 | 0.8 | 0.8 | -3.4 | 1.2 | -17.4 | 2.6 | -1.1 | -1.0
CC(C)CN(CC(C)C)C(=O)CN1C(=O)NC2(CCc3ccccc3C2)C1=O (stereo not drawn) | 12.6 | 1.4 | 1.9 | 0.9 | -1.1 | -0.4 | 0.0 | -0.7 | 14.2 | -8.5
O=C(Nc1ccccc1)C1CC2CCC1C2 (stereo not drawn) | 6.4 | -1.8 | 0.9 | 1.1 | -0.8 | -27.9 | 6.4 | -6.3 | 2.8 | -47.6
COc1ccc(C2c3ccc4ccccc4c3Oc3ncn(Cc4ccco4)c(=N)c32)cc1OC (stereo not drawn) | 19.0 | 3.2 | -2.4 | 3.0 | -3.4 | 0.4 | 28.8 | 12.3 | 1.5 | -7.9
Cc1ccn(CC(=O)N2CCCC(Nc3ccc(F)c(F)c3)C2)n1 (stereo not drawn) | 23.5 | -0.1 | -7.7 | 4.9 | -3.7 | 0.1 | -20.5 | 4.6 | 24.4 | 14.4

Structure | AI-2 QS modul | HSF1 inh | GSK3beta inhib | HSP90 refold inh | GSK3A inh | HIF act | HSF-1 act | IEC-6 cytotox | aSyn 5UTR inh | KLF5 inhibitor
COc1cc(OC)cc(-c2nc3ccccc3s2)c1 | 18.2 | 43.3 | -21.4 | -1.2 | -1.7 | 4.3 | ? | 6.0 | -286.3 | -26.7
COC(=O)c1cc(S(=O)(=O)N2CCCC(C)C2)cn1C (stereo not drawn) | 10.1 | -5.9 | 1.2 | -6.4 | 6.0 | -0.5 | 6.1 | 0.3 | 9.4 | -8.1
CC(=O)Nc1ccc(Nc2ccc(S(=O)(=O)C(F)(F)F)cc2[N+](=O)[O-])cc1 | 4.0 | 5.8 | 2.5 | 2.4 | -4.2 | -0.6 | 20.9 | 9.0 | 30.7 | -10.2
CC1CCCCN1C(=O)CN1C(=O)c2ccccc2S1(=O)=O (stereo not drawn) | 5.0 | -0.7 | 1.7 | / | -1.1 | -0.3 | -2.1 | / | -20.8 | /
CCC1(C)N(O)C(C)(C)C(c2ccc(OC)cc2)=[N+]1[O-] (stereo not drawn) | 0.5 | -2.0 | 1.5 | -0.3 | 0.3 | 0.2 | 0.0 | 5.0 | -4.9 | -2.7
c1ccc(COc2cccc(CNn3cnnc3)c2)cc1 | 6.4 | -0.5 | -1.7 | -4.6 | -1.7 | 0.3 | 1.0 | -2.5 | -35.4 | 9.3
COC(=O)c1sc(NC(=O)c2c(OC)cccc2OC)c(C#N)c1C | 14.1 | -1.8 | 0.8 | -0.3 | -1.6 | 0.9 | -13.4 | -2.4 | 8.4 | -19.4
C=C(C)c1cccc(C(C)(C)NC(=O)N2CCCC(C)C2)c1 (stereo not drawn) | 6.7 | 0.6 | 3.6 | -5.7 | -0.6 | -0.5 | -20.2 | 0.2 | 4.1 | -24.8
Cn1c(SCC2CCCO2)nnc1-c1ccc([N+](=O)[O-])cc1 (stereo not drawn) | 37.3 | -3.9 | 2.3 | 0.8 | -0.5 | -0.7 | -5.7 | -0.2 | -14.9 | 16.2
COCCSc1nnc(NC(=O)c2ccco2)s1 | 22.4 | 13.2 | -4.2 | -6.9 | -1.5 | 1.1 | 33.2 | -6.1 | -80.7 | -38.2
CCCCC[n+]1ccn(-c2nc3ccccc3nc2[N-]S(=O)(=O)c2ccccc2)c1 | 13.8 | -5.8 | -1.5 | 4.5 | -5.2 | -0.3 | -3.7 | 0.3 | -14.6 | 16.3
COc1ccc(S(=O)(=O)NCC(=O)N(CC(=O)NCc2ccco2)C2CCCC2)cc1 | -2.2 | 4.9 | -0.9 | 3.9 | 3.0 | 0.0 | 20.4 | -2.2 | 3.3 | -10.1
CC1CN(c2nc(Nc3ccccc3F)nc(N)c2[N+](=O)[O-])CC(C)O1 (stereo not drawn) | 10.8 | 0.4 | -17.4 | -0.2 | 48.1 | -0.9 | 0.1 | -3.0 | 28.8 | -19.5
CC(=O)O[C@]1(C(C)=O)CC[C@H]2[C@@H]3C=CC4=CC(=O)C=C[C@]4(C)[C@H]3CC[C@@]21C | 9.1 | 56.3 | 2.2 | -0.5 | 2.0 | -19.1 | 109.4* | 6.1 | -83.0 | -6.4
Cc1cc(COC(=O)C2N3C(=O)[C@@H](NC(=O)COc4ccccc4)[C@H]3SC2(C)C)on1 (stereo partly drawn) | 29.2 | -0.3 | 4.1 | -4.3 | 0.9 | -2.5 | 1.0 | 4.1 | -6.5 | -4.1
COc1ccc(OC(=O)CN2C(=O)C3C4CCC(C4)C3C2=O)cc1 (stereo not drawn) | -2.6 | -2.0 | 3.1 | -4.3 | 0.4 | -1.0 | 14.1 | 1.5 | 7.0 | -17.6
Cc1ccc(S(=O)(=O)N2C(=O)CCC2C(=O)O/N=C(\N)c2ccc([N+](=O)[O-])cc2)cc1 (stereo not drawn) | 7.6 | -10.1 | 0.6 | 3.9 | -0.8 | -0.8 | -2.4 | -3.4 | -11.0 | -9.3
Cc1ccc(CS(=O)Cc2ccc(C(=O)N3CCN(c4ccccc4)CC3)o2)cc1 (stereo not drawn) | 18.7 | 3.2 | 1.3 | -5.2 | -4.2 | 2.0 | 1.6 | -5.7 | 25.0 | 0.9
CCN(CC)c1ccc(NC(=O)CCc2nnc3ccc(N4CCCC4)nn23)c(C)c1 | 8.1 | 0.1 | -4.9 | -5.0 | -3.2 | 0.3 | -2.5 | 1.7 | -21.4 | 3.2
Cc1ncc([N+](=O)[O-])n1Cc1ccccc1F | 9.2 | -7.2 | 2.6 | -3.1 | -0.9 | 0.2 | 0.8 | -1.4 | 14.1 | -14.7
Cc1ccc(C(=O)C2=C(O)C(=O)N(Cc3cccnc3)C2c2ccc(Cl)c(Cl)c2)o1 (stereo not drawn) | 15.5 | 3.0 | -0.4 | 0.2 | -1.4 | -0.5 | 22.1 | 0.0 | 28.7 | -17.9
